# Tb PFK inh: T. brucei PFK enzyme inhibition | hit rate 0.17% among 330,000 | AID 485367 | T. brucei PFK, ADP-Glo luminescence | O15648 | Potency, µM (doses to about 57.5 µM), for the others: top-dose activity, negative = inhibition, most hits filed as inhibitors;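 also: potency is read from the fitted curve at half-maximal effect; 0% = uninhibited 1x PFK enzyme wells and -100% = no-enzyme wells; nearly all actives have a fitted effect of over 60% in size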
# Target sequence (O15648 whole entry, looked up): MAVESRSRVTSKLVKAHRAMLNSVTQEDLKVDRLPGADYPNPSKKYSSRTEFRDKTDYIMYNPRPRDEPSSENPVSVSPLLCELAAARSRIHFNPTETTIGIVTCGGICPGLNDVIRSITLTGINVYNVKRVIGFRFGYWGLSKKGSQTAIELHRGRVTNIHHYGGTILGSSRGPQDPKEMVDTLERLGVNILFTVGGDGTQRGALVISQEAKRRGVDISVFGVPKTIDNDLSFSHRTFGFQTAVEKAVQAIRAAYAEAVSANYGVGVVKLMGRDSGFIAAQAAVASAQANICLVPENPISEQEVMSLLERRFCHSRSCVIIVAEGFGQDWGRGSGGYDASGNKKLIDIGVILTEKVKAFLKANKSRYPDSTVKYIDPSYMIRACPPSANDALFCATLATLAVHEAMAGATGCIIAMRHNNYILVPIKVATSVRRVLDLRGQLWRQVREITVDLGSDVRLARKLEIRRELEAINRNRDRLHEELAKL
#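 Compounds were pin-transferred as a titration series up to 57 uM into substrate buffer (0.5 mM F6P, 0.1 mM ATP, pH 8.0), then 1.25 nM PFK was added and reactions ran 45 min before ADP-Glo detection.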
# VP16 counter: Gal4-VP16 reporter inhibition counter-screen; hit rate 3.5% among 310,000; Drosophila S2 Gal4-VP16 UAS-luciferase, luminescence, 20 h; Potency, µM (doses to about 53.6 µM), for the others: top-dose activity, negative = inhibition, hits mostly inhibitors;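 also: Gal4-VP16 expression switched on by copper sulfate through the metallothionein promoter; potency is read from the fitted curve at half-maximal effect; % is scaled to controls: 0 for no effect and ±100 for the full control effect; nearly all actives have a fitted effect of over 50% in size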
# Giardia kill: Giardia lamblia killing; Giardia lamblia trophozoite viability; activity change, % at 7.66 µM, hits read low; hit rate 0.15% among 340,000; in the data active = activity change below about -80%; inconclusive = between about -30% and that limit;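 also: parasites exposed to compound for two days anaerobically before the ATP read; % is scaled to controls: 0 for no effect and ±100 for the full control effect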
#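 Media and compound were dispensed first, then trophozoites at 100 cells/well; plates sat 48 hrs at 37 deg C without oxygen before ATP luminescence reagent was added and read after 15-30 min at room temperature.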
# Rab9 promoter act: activates the Rab9 promoter | AID 485297 | Huh7 Rab9 promoter-luciferase reporter, luminescence, 24 h | hit rate 2.8% among 320,000 | Potency, µM (highest dose often 9.22 µM), for inactives: top-dose activation, negative = inhibition, most hits filed as activators; also: potency is read from the fitted curve at half-maximal effect; % of control where 0% means no effect; nearly all actives have a fitted effect of over 60% in size
#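 Huh7 cells stably carrying a Rab9 promoter-luciferase reporter, 1500 cells per well in OP-MEM I with 10% FBS, treated with compound 24 hours at 37C. Luciferase activity read by luminescence after 10 minutes with Amplite reagent.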
# NPC1 prom act: NPC1 promoter activation; Huh7 NPC1 promoter luciferase reporter, 24 h; Potency, µM (titrated, usually from 9.22 µM), for inactives: top-dose activation, usual class: activators; hit rate 2.4% among 320,000;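 also: potency is read from the fitted curve at half-maximal effect; % of control where 0% means no effect; nearly all actives have a fitted effect of over 60% in size; reporter is driven by a mutant NPC1 promoter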
#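 In 1536-well qHTS, Huh7 cells harboring an NPC1 promoter–luciferase construct received compound for 24 h; activation was quantified by luminescence following luciferase reagent addition.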
# RORg inh: inhibitors of mouse ROR gamma transcriptional activity; P51450; Drosophila S2 Gal4-RORgamma UAS-luciferase reporter, 20 h; Potency, µM (titrated, usually from 53.6 µM), without a hit: at the highest dose activity change, negative = inhibition, actives largely listed as inhibitors; hit rate 5.4% among 310,000; AID 2551; also: potency is read from the fitted curve at half-maximal effect; % is scaled to controls: 0 for no effect and ±100 for the full control effect; nearly all actives have a fitted effect of over 60% in size
#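 Drosophila Schneider cells stably carrying a metallothionein-driven Gal4 DBD–ROR gamma fusion and a UAS-Photinus luciferase reporter were exposed to compound for 1 hr, then induced with copper sulfate (700 uM final) for 20 hr at ambient temperature before luminescence reading.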
# ELG1 genotoxic: induces genotoxicity in HEK293T cells with luciferase-tagged ELG1 | Potency, µM (series often up to 46 µM), for inactives: at the highest dose activity change, positive = activation, actives largely listed as activators | hit rate 1.3% among 330,000 | AID 504466 | HEK293T ELG1-luciferase reporter, luminescence, 16 h; also: potency is read from the fitted curve at half-maximal effect; % of control where 0% means no effect; nearly all actives have a fitted effect of over 60% in size
#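 DMSO vehicle served as control against compound-treated ELG1-luciferase HEK293T cells; exposure lasted 16 hr at 37 °C and 5% CO2, followed by ONE-Glo luminescence detection after 30 min.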
# uPA surface inh: cell surface uPA generation inhibition | cell surface uPA generation assay, qHTS | Potency, µM (highest dose often 38.3 µM), without a hit: top-dose activity change, negative = inhibition, actives largely listed as inhibitors | hit rate 0.31% among 330,000 | AID 540303; active = well fitted inhibition curve with a large enough effect; inconclusive = small, poorly fitted or top-dose-only effect; inactive = no such curve, though single readings can be large or run the other way; tested in mouse RAW 264.7 cells; also: potency is read from the fitted curve at half-maximal effect; % is scaled to controls: 0 for no effect and ±100 for the full control effect; nearly all actives have a fitted effect of over 55% in size
# KCNH2 3.1 block: KCNH2 3.1 (human) potassium channel inhibition | U2OS KCNH2 3.1, thallium flux FluxOr; stronger effect = lower value | activity change, % (tested at about 1.8 µM) | hit rate 0.95% among 340,000;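 active = maximum activity change below -70%; inconclusive = maximum activity change from -70% to -50%; inactive = maximum activity change above -50%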;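 also: thallium influx rate constant from kinetic fluorescence after stimulation buffer; % is scaled to controls: 0 for no effect and ±100 for the full control effect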
#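 Virally transduced U2OS (3.1 isoform, 4 h infection in dark at RT) → overnight 37 C → FluxOr + Red40 in HBSS/HEPES, 45 min → stimulation buffer, 2 min kinetic read → rate constant vs DMSO controls.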
# FLuc modulator: inhibits or activates purified firefly luciferase, miR-21 counter-screen; P08659; purified FLuc, Km substrates, luminescence inhibition; Potency, µM (highest dose often 57.5 µM), inactives show top-dose activity change, negative = inhibition, actives largely listed as inhibitors; hit rate 6.9% among 360,000; AID 588342;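 also: potency is read from the fitted curve at half-maximal effect; plate controls were vehicle for no effect and reference inhibitor for full effect; nearly all actives have a fitted effect of over 55% in size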
# Target sequence (P08659 whole entry, looked up): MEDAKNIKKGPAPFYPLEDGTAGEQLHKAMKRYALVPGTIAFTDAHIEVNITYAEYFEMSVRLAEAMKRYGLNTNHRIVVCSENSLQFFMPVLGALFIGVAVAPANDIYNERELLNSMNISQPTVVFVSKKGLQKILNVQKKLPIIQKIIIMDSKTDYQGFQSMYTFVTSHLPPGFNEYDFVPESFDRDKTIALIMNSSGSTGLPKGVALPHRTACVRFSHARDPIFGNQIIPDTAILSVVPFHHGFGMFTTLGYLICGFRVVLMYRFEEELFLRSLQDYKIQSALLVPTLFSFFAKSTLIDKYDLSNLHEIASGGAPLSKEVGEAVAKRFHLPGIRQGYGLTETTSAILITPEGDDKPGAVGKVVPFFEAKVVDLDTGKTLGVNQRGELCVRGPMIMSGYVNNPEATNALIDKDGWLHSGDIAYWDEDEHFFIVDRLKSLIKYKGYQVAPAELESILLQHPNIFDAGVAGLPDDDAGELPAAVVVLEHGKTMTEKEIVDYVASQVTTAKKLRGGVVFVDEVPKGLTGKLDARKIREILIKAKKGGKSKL
#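 Purified P. pyralis luciferase (10nM final) with 10uM D-luciferin and 10uM ATP (Km levels) in 50mM Tris acetate pH 7.5, 10mM Mg acetate, 0.01% Tween-20, 0.05% BSA; qHTS 6-point titration, ~60 µM downward; luminescence read.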
# Coupling enz: inhibits coupling enzyme system, counter-screen for aldolase hits; activity change, negative = inhibition, % at 58.2 µM, hits read low; coupling enzyme system counterscreen, AmpLite Red fluorescence; hit rate 0.67% among 290,000; in the data active = activity change below about -30%; also: % is scaled to controls: 0 for no effect and ±100 for the full control effect
#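 Fluorescence at 525 nm excitation and 598 nm emission measured inhibition of the coupled detection system without aldolase. Compounds (at 57.5 uM final) were preincubated 10 min at room temperature with coupling enzyme reagent before a 20 min substrate/AmpLite Red step.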
# * = called active by the depositor; ? = inconclusive; nt = no result given; & = joins results of further samples; [ ] = dose if it differs, or a comment. Unless noted, calls follow the shape of the dose curve; as a rule, active = well fitted curve in the direction sought with a large enough effect; inconclusive = small, poorly fitted or top-dose-only effect, or another doubt; inactive = no such curve, though single readings can be large; an effect the other way counts as inactive or inconclusive.
Molecule,Tb PFK inh,VP16 counter,Giardia kill,Rab9 promoter act,NPC1 prom act,RORg inh,ELG1 genotoxic,uPA surface inh,KCNH2 3.1 block,FLuc modulator,Coupling enz
CCN1CCc2c(OCC(=O)Nc3ccccc3)cccc2C1=O,-4.1%,-8.3%,-11.2,-3.3%,-1.2%,0.9%,7.9%,3.7%,12.7,1.3%,nt
Cc1ccc(OCCn2c(C)c(/C=N/n3cnnc3)c3ccccc32)cc1,-3.7%,-25.8%,-10.5,2.2%,-4.4%,?,7.4%,-8.0%,6.6,0.1%,-1.1
C[C@@H]1C(NC(=O)c2ccccc2)CC2CC1C2(C)C (stereo not given in full),-0.6%,-0.8%,-2.7,-0.1%,5.5%,19.5%,-0.1%,0.0%,7.4,-15.1%,-2.7
Cc1ccc(S(=O)(=O)N(CC(=O)Nc2cccc(C)c2C)C(=O)N2CCN(C)CC2)cc1,1.6%,nt,10.9,0.0%,1.2%,nt,-9.8%,1.9%,2.4,7.7%,nt
O=C(Nc1nncs1)c1ccccc1NS(=O)(=O)c1cccs1,-0.1%,0.6%,-27.4,-8.3%,-2.7%,24.2%,-1.4%,2.6%,-71.4*,0.8%,15.8
O=C(O)Cc1sc(-c2ccccc2Cl)nc1-c1ccccc1,?,-8.6%,21.1,4.3%,-5.8%,-42.2%,-10.5%,-1.6%,nt,23.9µM*,3.1
COC(=O)C1=C(NC(=O)C2CCCCC2)CCS1,9.7%,-6.4%,-2.6,-5.3%,-0.5%,-9.8%,0.1%,-1.5%,19.8,2.5%,4.1
COC(=O)CSc1ncc(C#N)c(N)n1,-0.8%,-3.4%,9.6,1.0%,-0.5%,-11.6%,-1.4%,1.4%,2.5,-0.9%,0.2
NCCCC(N)(C(=O)O)C(F)F (stereo not given),-4.6%,-1.0%&-5.4%,-28.4,-6.7%[46.1 µM],1.9%[46.1 µM],1.3%[10 µM],-0.8%,17.2%,2.2,10.0%,6.4
CCn1c(Cc2ccc(OC)cc2)nnc1SCC(=O)Nc1nc2ccccc2s1,-4.4%,3.5%,-2.8,-1.5%,-1.5%,22.7%,-2.2%,8.4%,-14.1,2.6%,3.9
N#CCOC(=O)C1c2ccccc2Oc2ccccc21,4.9%,3.6%,-14.7,3.6%,-1.2%,13.8%,0.8%,1.9%,-22.4,-1.6%,-1.0
CN(C)CCOC(=O)Cc1ccc(Cl)cc1,2.0%,-7.8%,-6.5,-9.2%,-2.0%,-7.7%,2.5%,14.0%,19.0,-1.7%,0.1
CC1CCC(NC(=O)C(Cc2ccccc2)n2cccc2)CC1 (stereo not given),2.2%,-20.7%,4.6,-0.6%,2.2%,?,-1.7%,0.9%,6.3,-3.0%,-0.1
Cn1c(=O)[nH]c(=O)c2c1nc(SCC(O)CCl)n2Cc1ccccc1 (stereo not given),-10.0%,-5.1%,-9.1,5.0%,-0.7%,1.6%,?,?,13.3,-9.4%,2.6
Cc1ccc([C@H]2C(C(=O)O)=CC[C@@H](c3ccc(Cl)c(Cl)c3)N2S(=O)(=O)c2ccc(C)cc2)cc1,6.3%,nt,?,nt,nt,nt,-1.3%,-3.6%,-2.7,nt,nt
Cc1cccc(-c2cc3nc(C)cc(NCCCn4ccnc4)n3n2)c1,-1.6%,12.2%,-6.0,-7.6%,1.7%,21.6%,?,8.3%,12.6,15.1µM*,-0.6
CCCS(=O)(=O)N1CCC(C(=O)NCc2ccc(F)cc2)CC1,-9.0%,18.4%,23.3,-8.9%,-0.1%,2.5%,-0.8%,16.9%,3.8,2.6%,2.3
O=C(NN=C1CCCC1)c1[nH]c2ccc(Cl)cc2c1-c1ccccc1,-5.2%,?,-6.4,-8.4%,0.5%,11.2µM*,3.5%,-4.3%,-0.2,-5.5%,1.2
CCCc1ccc(C(=O)CN2C(=O)C(=O)N(C3CCCC3)C2=O)cc1,-5.1%,nt,-13.3,-0.1%,1.6%,nt,6.6%,-1.7%,-15.3,-9.8%,nt
CCCNC(=O)c1onc(CSc2ccc(F)cc2)c1C(=O)NCC1CC1,0.0%,nt,4.4,-1.9%,-2.0%,nt,-0.3%,1.2%,nt,0.5%,nt
Cc1scc(-c2n[nH]c(=S)n2C(C)c2ccccc2)c1C (stereo not given),0.8%,7.08µM*,-9.0,-0.2%,-2.8%,3.98µM*,-1.6%,5.2%,-2.1,-2.2%,3.0
O=C(Nc1ccccc1)Nc1ccccc1C(=O)NCC1CC1,3.5%,2.4%,1.2,-2.9%,-0.9%,-14.6%,-0.9%,?,11.6,15.1µM*,0.6
O=C1CSC(c2ccccc2)N1c1nnc(C23CC4CC(CC(C4)C2)C3)s1 (stereo not given),-0.3%,-3.6%,nt,3.0%,-0.8%,-0.1%,4.4%,nt,nt,3.4%,2.7
O=S(=O)(Nc1ccc(N2CCCCC2)cc1)c1ccccc1F,0.8%,-25.1%,3.3,15.1%,2.3%,?,3.5%,-2.7%,5.9,-15.4%,-5.0
CCOc1cccc(/C=N/N=C/c2cccc(OCC)c2O)c1O,-4.3%,-10.3%,26.7,12.1%,14.5%,-14.8%,3.0%,0.6%,-1.8,-11.3%,0.6
O=C(Nc1cc(Cl)ccc1O)c1snnc1-c1ccccc1,-2.0%,?,-14.2,-1.2%,6.1%,?,-12.0%,-6.0%,-8.1,-0.3%,0.6
CC1CC(C)CN(C(=O)c2ccc(NC(=O)c3ccc(=O)[nH]c3)cc2)C1 (stereo not given),-0.2%,-2.3%,3.1,-3.6%,-5.1%,-1.3%,0.6%,8.1%,3.2,3.9%,0.4
CC(=O)N(CN1C(=O)c2ccccc2C1=O)c1cccc(C)c1,-3.7%,1.8%,-0.6,2.0%,-3.7%,-19.2%,0.1%,4.0%,11.6,12.9%,-4.5
O=C(c1cccc([N+](=O)[O-])c1)c1cc2ccccc2o1,-1.1%,9.2%,-12.7,16.6%,9.3%,6.1%,-1.5%,0.7%,-10.0,?,0.8
O=C(Nc1ccc(S(=O)(=O)N2CCCCCC2)cc1)c1ccc(Br)o1,6.3%,17.7%,3.3,11.6%,-1.5%,34.0%,-0.3%,1.0%,-11.7,?,-0.9

# One compound at a time (already shown):
# `CCCc1ccc(C(=O)CN2C(=O)C(=O)N(C3CCCC3)C2=O)cc1` in the list: Tb PFK inh: -5.1%; VP16 counter: nt; Giardia kill: -13.3; Rab9 promoter act: -0.1%; NPC1 prom act: 1.6%; RORg inh: nt; ELG1 genotoxic: 6.6%; uPA surface inh: -1.7%; KCNH2 3.1 block: -15.3; FLuc modulator: -9.8%; Coupling enz: nt
# `O=C(Nc1cc(Cl)ccc1O)c1snnc1-c1ccccc1` in the list: Tb PFK inh: -2.0%; VP16 counter: ?; Giardia kill: -14.2; Rab9 promoter act: -1.2%; NPC1 prom act: 6.1%; RORg inh: ?; ELG1 genotoxic: -12.0%; uPA surface inh: -6.0%; KCNH2 3.1 block: -8.1; FLuc modulator: -0.3%; Coupling enz: 0.6

# The results go on.
Molecule,Tb PFK inh,VP16 counter,Giardia kill,Rab9 promoter act,NPC1 prom act,RORg inh,ELG1 genotoxic,uPA surface inh,KCNH2 3.1 block,FLuc modulator,Coupling enz
Cc1ccc(-c2c3c(=O)n(C)c(=O)n(C)c3cn2Cc2cccnc2)cc1,3.6%,-3.1%,12.0,-4.2%,-0.2%,?,3.3%,1.8%,-9.5,0.1%,-1.9
Cc1ccc(-c2nn(CC(=O)NCc3cc(-c4nn(C)c(=O)c5ccccc45)ccc3C)c(=O)c3ccccc23)cc1,-3.2%,10.1%,-4.8,-24.8%,-17.7%,?,-0.2%,-1.6%,9.8,2.0%,1.1
O=C(COc1ccc(/C=N/NC(=O)C(=O)N2CCCCCC2)cc1)Nc1ccccc1Cl,2.1%,0.0%,-14.3,-9.2%,-2.4%,-8.5%[10 µM],0.2%,-2.5%,7.1,-9.2%,9.2
CCOC(=O)CCc1c(C)c2ccc(OCC(=O)OC(C)C)cc2oc1=O,-9.3%,-16.9%,8.2,-1.9%,-1.2%,-37.5%,-0.2%,-0.3%,3.2,-17.0%,1.3
COc1cc(NC(=O)C2CC2)c(OC)cc1NC(=O)CCC(=O)NC1CCN(Cc2ccccc2)CC1,-8.1%,1.5%,40.5[activator],-2.9%,-3.9%,12.4%,-2.5%,-1.0%,3.1,3.8%,0.6
COc1ccc2sc(N(CCCN(C)C)C(=O)c3ccc(S(=O)(=O)N4CCc5ccccc5C4)cc3)nc2c1,-1.9%,nt,-1.7,-40.5%[inhibitor],-36.8%[inhibitor],nt,-3.4%,-13.4%,-20.5,-1.8%,nt
